M1 PAM parental – nonselective activator or artifact in parental CHO-K1 calcium assay; ATP EC20, Fluo-8 calcium fluorescence; 0% at ATP EC20, 100% at ATP max; activation, % at 3 µM; 360,000 tested, 0.02% active;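 active = activation above the run cutoff, the mean activation of all test compounds plus 3 SD, cut at about 40% in these data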;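 also: peak over basal fluorescence ratio in a 140 s read after ATP addition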
CHO-K1 Ca antag – counter-screen for M1 antagonists: effect in parental CHO-K1 cells; ATP-induced calcium, Fluo-8 fluorescence; inhibition, % at 3 µM; 360,000 tested, 0.6% active;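 active = inhibition above a per-plate cutoff, the plate's mean sample inhibition plus 3 SD, cut at about 24% in these data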;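 also: 0% = DMSO plus EC80 ATP and 100% = DMSO alone without ATP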
CHRM1 antagonist – antagonists of human M1 muscarinic receptor. P11229. 360,000 tested, 1.3% active. CHO-K1 hM1, Fluo-8 calcium fluorescence, ACh EC80 antagonist. inhibition, % at 3 µM. AID 588852;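 active = percent inhibition above its own plate's cutoff, namely the mean of that plate's compound wells plus 3 SD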;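 also: peak over basal fluorescence ratio during 140 s after agonist addition; 0% = ACh EC80 plus DMSO and 100% = DMSO alone without agonist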
Target sequence (P11229 whole entry, looked up): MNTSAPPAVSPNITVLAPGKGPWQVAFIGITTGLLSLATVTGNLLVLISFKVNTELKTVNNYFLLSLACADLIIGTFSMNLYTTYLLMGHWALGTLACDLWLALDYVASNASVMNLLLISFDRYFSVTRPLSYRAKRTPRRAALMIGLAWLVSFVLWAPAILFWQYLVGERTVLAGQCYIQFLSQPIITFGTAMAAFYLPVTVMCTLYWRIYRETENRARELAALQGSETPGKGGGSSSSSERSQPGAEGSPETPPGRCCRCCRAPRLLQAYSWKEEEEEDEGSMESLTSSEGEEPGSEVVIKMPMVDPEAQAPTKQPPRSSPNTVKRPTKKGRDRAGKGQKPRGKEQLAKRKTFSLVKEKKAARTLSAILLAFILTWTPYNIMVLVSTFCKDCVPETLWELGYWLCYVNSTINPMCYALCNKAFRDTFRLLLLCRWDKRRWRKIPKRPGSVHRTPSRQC
CHRM1 agonist – activates human CHRM1 receptor; P11229; CHO-K1 hM1, Fluo-8 calcium fluorescence, agonist mode; 0% DMSO, 100% acetylcholine EC100; activation, % at 3 µM; 360,000 tested, 0.33% active; AID 588814;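 active = activation above the run's mean compound activation plus 3 SD, cut at about 16% in these data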;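 also: peak over basal fluorescence ratio within a 140 s kinetic read after compound addition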
TAAR1 agonist – agonists of human TAAR1 | Q96RJ0 | CHO RD-HGA16 TAAR1, Fluo-8 calcium fluorescence; vehicle wells 0%, saturating PEA agonist 100% | activation, % at 3 µM | 360,000 tested, 0.99% active;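 active = activation above the mean activation of all test compounds in the run plus 3 SD, cut at about 38% in these data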
Target sequence (Q96RJ0 whole entry, looked up): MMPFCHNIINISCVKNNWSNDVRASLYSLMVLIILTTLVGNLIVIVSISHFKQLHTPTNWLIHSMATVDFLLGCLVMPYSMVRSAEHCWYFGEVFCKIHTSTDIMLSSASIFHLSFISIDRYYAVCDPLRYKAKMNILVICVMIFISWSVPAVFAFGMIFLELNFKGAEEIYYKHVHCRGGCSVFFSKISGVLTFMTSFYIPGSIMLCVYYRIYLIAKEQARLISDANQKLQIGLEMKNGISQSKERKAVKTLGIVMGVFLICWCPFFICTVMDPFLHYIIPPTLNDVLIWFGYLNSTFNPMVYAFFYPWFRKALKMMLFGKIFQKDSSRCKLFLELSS
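Test system: RD-HGA16 (CHO) cells co-expressing Gα16 and hTAAR1 / Benchmarks: DMSO vehicle as 0%, PEA at EC100 as 100% / Repeats: no replicates (n 1) / Measure: % activation from peak over basal fluorescence ratio, DMSO-to-PEA scaled / Timing: 17-24 h plating, Fluo-8 75 min 37 °C, 30 min RT / Technique: kinetic Fluo-8 calcium fluorescence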
CHRM1 PAM – human CHRM1 positive allosteric modulation; CHO-K1 hM1, Fluo-8 calcium fluorescence, ACh EC20; 0% = ACh EC20, 100% = maximal ACh; activation, % at 3 µM; 360,000 tested, 0.088% active; in the data active = activation above about 19%, passing the limit was not always enough
CHO parental Ca – counter-screen for OX1R antagonists: effect in parental CHO cells | parental CHO-K1, ATP-induced calcium, Fluo-8 fluorescence | inhibition, % at 5.6 µM | 330,000 tested, 0.63% active | AID 463079;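 active = inhibition above that plate's mean sample inhibition plus 3 SD, cut at about 26% in these data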;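 also: 0% = ATP-challenged DMSO wells and 100% = DMSO wells without ATP; some compounds past the cut are filed as inactive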
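Assay system: untransfected parental CHO cell line. Also added: ATP agonist challenge. Dosing: one dose, 5.6 µM nominal. Measured by: Fluo-8 fluorescence. Read-out: % inhibition. Benchmarks: ATP wells versus no-ATP DMSO wells. Repeats: no replicates.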
CHO-K1 Ca ag – M1 agonist counterscreen hit in parental CHO-K1 cells. activation, % at 3 µM. Fluo-8 calcium fluorescence; scaled to maximal ATP response, vehicle zero. AID 602248. 360,000 tested, 0.48% active; in the data active = activation above about 15%;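 also: untransfected CHO-K1 host cells lacking M1 receptor as counterscreen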
TAAR1 antag – antagonists of human TAAR1; Q96RJ0; CHO RD-HGA16 TAAR1, Fluo-8 calcium fluorescence, antagonist; inhibition, % at 3 µM; 360,000 tested, 1.5% active; AID 624466;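 active = inhibition above a per-plate cutoff, the mean inhibition of test compounds on that plate plus 3 SD, cut at about 49% in these data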;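 also: 0% = DMSO plus EC80 beta-PEA response and 100% = DMSO alone without agonist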
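Material: RD-HGA16 CHO cells with stable hTAAR1 and Gα16; Dosing: single nominal final test compound concentration of 3 µM; Schedule: seeding 17-24 h prior, 75-min 37 °C, 30-min RT dye loading; Detection: kinetic Fluo-8 calcium fluorescence measurement; Measure: % inhibition from peak post-agonist over basal fluorescence ratio; Benchmarks: vehicle and agonist controls.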
The depositor's hits bear a star; x = no result given.

no. | mol | TAAR1 antag | CHO parental Ca | CHRM1 agonist | CHRM1 antagonist | CHRM1 PAM
1 | O=C1c2sc3nc4n(c(=O)c3c2CCC1Br)CCCCC4 (stereo not drawn) | -16 | 1 | -5 | -20 | 2
2 | CC(C)CN=CC1=C(O)c2ccccc2C1=O | -32 | -21 | -4 | 1 | 2
3 | Cc1ccc(CCN2C(=O)c3ccccc3C2C(=O)NCc2cccnc2)cc1 (stereo not drawn) | -24 | -20 | -3 | -8 | 7
4 | Oc1ccc(C[C@H]2CNC(=S)N2CC2CCCN2C[C@H](Cc2ccc(O)cc2)N2C[C@H](Cc3ccccc3)N(CC3CCCCC3)C2=S)cc1 (stereo partly drawn) | -14 | x | -3 | -15 | 10
5 | O=C(OCCO)c1c(-c2ccccc2)oc2c1C(OCCO)CCC2 (stereo not drawn) | 1 | x | x | x | x
6 | COC(=O)N/N=C/C1=CCC2CC1C2(C)C (stereo not drawn) | 9 | -5 | -3 | -13 | 11
7 | CN(Cc1cccc(F)c1)C(=O)C(c1ccccc1)c1ccccc1 | 10 | x | -9 | 16 | -24
8 | COCCn1ccc(O)c(Cc2ccccc2)c1=O | 3 | -1 | -3 | -6 | 5
9 | COc1ccccc1CNC(=O)/C(C#N)=C/c1ccc(OC)c(OC)c1OC | -22 | -13 | -5 | -10 | 11
10 | CC(=O)c1c(C)[nH]c(C(=O)N2CCc3ccccc32)c1C | -2 | -29 | -4 | -2 | 6
11 | COc1ccc(Cn2nnc3c(=O)[nH]c(C4CCN(S(=O)(=O)c5ccc(C)cc5)CC4)nc32)cc1 | -10 | -19 | -4 | -3 | 1
12 | C/C(=N\Nc1ncc(Br)cn1)c1cccc([N+](=O)[O-])c1 | 2 | -3 | -6 | -5 | 0
13 | COc1ccccc1CNC(=O)COC(=O)c1ccc(C)c(S(=O)(=O)N2CCOCC2)c1 | -15 | -18 | -2 | -14 | -1
14 | CN1CC[C@@H]2C(=O)N3CCc4ccc(Br)cc4[C@@H]3C[C@@H]21 | -16 | x | -5 | -8 | 5
15 | Cc1ccc(CN2C3CCCC2CC(NC(=O)c2ccc(C)cc2)C3)cc1 (stereo not drawn) | -19 | -18 | -7 | 10 | -10

no. | TAAR1 agonist | M1 PAM parental | CHO-K1 Ca ag | CHO-K1 Ca antag
1 | 7 | 13 | 0.1 | -2
2 | 0 | -3 | -0.2 | -11
3 | 2 | 17 | -0.1 | -10
4 | 1 | 9 | 0.8 | -8
5 | 0 | 17 | 0.7 | -13
6 | 13 | 19 | 1.0 | -13
7 | 2 | -4 | -0.3 | -9
8 | 1 | 16 | 0.4 | 3
9 | 4 | -20 | -0.5 | 4
10 | 4 | 25 | 1.4 | -15
11 | 4 | 11 | 0.6 | -5
12 | 9 | -19 | -0.3 | 17
13 | 0 | 7 | 0.1 | 4
14 | 2 | 11 | 0.7 | -15
15 | 0 | 8 | 0.0 | -9

(further entries)
no. | mol | TAAR1 antag | CHO parental Ca | CHRM1 agonist | CHRM1 antagonist | CHRM1 PAM
16 | CCOC(=O)C1(Cc2cccc(Cl)c2)CCCN(C(=O)c2ccoc2C)C1 (stereo not drawn) | -36 | x | -3 | -2 | -3
17 | COc1ccccc1-c1nc(SCC(=O)O)n[nH]1 | 2 | -3 | -1 | 10 | -7
18 | COC(=O)c1cc(S(=O)(=O)NCC2CCN(Cc3ccc(C)cc3)CC2)cn1C | -3 | -19 | -5 | -4 | 1
19 | Cc1c(C(=O)O)cccc1-c1ccc(/C=N/Nc2ccc(Br)cc2)o1 | 59* | -2 | -4 | 10 | -9
20 | Cc1nnc(NC(=O)c2cccc(NC(=O)C(C)C)c2)s1 | -29 | -17 | -3 | 1 | 1
21 | CCc1ccc(Nc2nc(N)nc(CSc3nc4ccccc4s3)n2)cc1 | 2 | -46 | -3 | -22 | 11
22 | COc1ccc(CCNC(=O)/C=C/c2ccc(S(=O)(=O)N3CCOCC3)cc2)cc1 | -2 | -7 | 2 | -20 | 18
23 | O=C(O)c1cc(NCc2ccc(F)cc2)ccc1N1CCOCC1 | 2 | 2 | -5 | -1 | 1
24 | CCCN=C(N)/C(C(=O)OCC)=C(\O)c1ccc(OC)cc1 | 11 | -9 | -4 | -4 | 10
25 | CCC(CO)Oc1cc(NCc2ccc(C(F)(F)F)cc2)c2ncn(C(C)C)c2c1 (stereo not drawn) | 2 | -17 | -3 | 0 | 11
26 | CCOC(=O)CSC1=N/C(=C/c2ccc(-n3cncn3)cc2)C(=O)N1C(C)=O | -3 | 25 | -1 | 4 | 3
27 | O=C1CN(C(=O)CSc2nc3cc(Cl)ccc3c(=O)n2Cc2ccccc2)c2ccccc2N1 | 25 | -10 | -2 | 9 | -3
28 | O=C(/C=C/[C@H]1O[C@@H](n2ccc(=O)[nH]c2=O)[C@H](O)[C@@H]1O)NCc1ccccn1 | -2 | x | 1 | -45 | 9
29 | CCn1c2ccccc2c2nnc(SCC(=O)Nc3c(C)n(C)n(-c4ccccc4)c3=O)nc21 | -12 | 5 | -4 | -7 | 4
30 | CC(=O)c1c(O)cc(C(C)C)n(-c2ccccc2)c1=O | -22 | 9 | -7 | -2 | 2
31 | CCC(=O)NC(Nc1ccccn1)(C(=O)OC)C(F)(F)F (stereo not drawn) | -11 | 2 | -6 | 1 | 4
32 | Cc1ccc(-c2nnc(N)o2)cc1 | -28 | -7 | -7 | 1 | 6

no. | TAAR1 agonist | M1 PAM parental | CHO-K1 Ca ag | CHO-K1 Ca antag
16 | -2 | 19 | 1.2 | -9
17 | 3 | 2 | 1.7 | 5
18 | 2 | 19 | 1.5 | -8
19 | 23 | 21 | 1.3 | -7
20 | 5 | 5 | 0.3 | -5
21 | 8 | 21 | 0.6 | -16
22 | -1 | 13 | -0.1 | -11
23 | 14 | 2 | -0.3 | -4
24 | 13 | 11 | 0.4 | -1
25 | 1 | 26 | 1.8 | -15
26 | 3 | -2 | 0.1 | -5
27 | 4 | 2 | 0.9 | 8
28 | 1 | 20 | 0.6 | -17
29 | 14 | 15 | 1.2 | -14
30 | -1 | 15 | 1.1 | -6
31 | 2 | 5 | 0.1 | 5
32 | 7 | 13 | -0.1 | -3

Retrieved by structure from above (five):
no. | mol | TAAR1 antag | CHO parental Ca | CHRM1 agonist | CHRM1 antagonist | CHRM1 PAM
18 | COC(=O)c1cc(S(=O)(=O)NCC2CCN(Cc3ccc(C)cc3)CC2)cn1C | -3 | -19 | -5 | -4 | 1
25 | CCC(CO)Oc1cc(NCc2ccc(C(F)(F)F)cc2)c2ncn(C(C)C)c2c1 (stereo not drawn) | 2 | -17 | -3 | 0 | 11
20 | Cc1nnc(NC(=O)c2cccc(NC(=O)C(C)C)c2)s1 | -29 | -17 | -3 | 1 | 1
31 | CCC(=O)NC(Nc1ccccn1)(C(=O)OC)C(F)(F)F (stereo not drawn) | -11 | 2 | -6 | 1 | 4
24 | CCCN=C(N)/C(C(=O)OCC)=C(\O)c1ccc(OC)cc1 | 11 | -9 | -4 | -4 | 10

no. | TAAR1 agonist | M1 PAM parental | CHO-K1 Ca ag | CHO-K1 Ca antag
18 | 2 | 19 | 1.5 | -8
25 | 1 | 26 | 1.8 | -15
20 | 5 | 5 | 0.3 | -5
31 | 2 | 5 | 0.1 | 5
24 | 13 | 11 | 0.4 | -1
